DPM-DC inhibit: inhibitors of Streptococcus pneumoniae diphosphomevalonate decarboxylase. purified DPM-DC, PK/LDH coupled NADH fluorescence. calls only at 10 µM. hit rate 0.49% among 65,000. AID 556;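 active = the 320 compounds with the highest percent inhibition in the single-dose primary screen, excluding strongly autofluorescent ones, cut at about 32% in these data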;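 note: kinetic rate of NADH fluorescence loss reporting ADP formed by the decarboxylase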
HPDE-C7 viability: HPDE-C7 pancreatic duct cell viability loss – fluorescence, HTS (AID 430) | HPDE-C7 pancreatic duct cells viability, fluorescence; higher % means a stronger effect | cytotoxicity, % at 10 µM, or EC50 in µM where a hit was titrated | hit rate 1.8% among 63,000;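 note: cells exposed to compound for 48 hours before viability readout; 0% = vehicle and 100% = reference cytotoxic drug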
HT1080 cytotoxicity: cytotoxicity in HT1080 fibrosarcoma cells, cell-based, fluorescence readout (AID 620); hit rate 0.42% among 87,000; cytotoxicity, % at 10 µM, or EC50 in µM where a hit was titrated; HT1080 viability, fluorescence; higher % means a stronger effect;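 note: cells exposed to compound overnight then 4 h with Alamar Blue; 0% = vehicle DMSO and 100% = killing control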
TNAP inhibition: inhibition of tissue-nonspecific alkaline phosphatase – biochemical, luminescent (AID 518) | purified TNAP enzyme, luminescent substrate readout; higher % means a stronger effect | hit rate 0.09% among 64,000 | one-dose inhibition, % at 20 µM; IC50 in µM for titrated hits; in the data active = a potency from the dose series; inactive = the rest, 99 in 100 with inhibition below about 22%;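 note: plate controls were vehicle for no effect and reference inhibitor for full effect; many of its hits are not listed in these tables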
LYP inhibition: inhibition of human PTPN22 tyrosine phosphatase – biochemical, DiFMUP fluorescence, recombinant catalytic domain, 10 µM, primary screen (AID 606). recombinant LYP catalytic domain, DiFMUP fluorescence; higher % means a stronger effect. inhibition, % at 10 µM; hits with a dose series show IC50 in µM. 52,000 tested, under 10 active;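 active = IC50 under 40 µM in the dose-response test; inactive = IC50 of 40 µM or more, or never dose-tested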
Bfl-1 inhibitors: displacement of Bid BH3 peptide from Bfl-1 – biochemical, fluorescence polarization, FITC-Bid, mouse, primary screen (AID 432); FITC-Bid BH3 peptide fluorescence polarization displacement; higher % means a stronger effect; one-dose displacement, % at 20 µM; IC50 in µM for titrated hits; hit rate 0.02% among 64,000; in the data active = a potency from the dose series; inactive = the rest, 99 in 100 with displacement below about 15%; note: strong numbers were not always called active
HPDE-C7K KRASV12: cytotoxicity in KRAS-transformed pancreatic duct cells, primary screen, cell-based, fluorescence, HTS (AID 431). HPDE-C7K KRASV12 cells, Alamar Blue viability, 48 h; higher % means a stronger effect. cytotoxicity, % at 10 µM, or EC50 in µM where a hit was titrated. hit rate 1.7% among 63,000;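 active = compounds whose percent cytotoxicity in the single-dose primary screen, scaled between solvent and toxic-drug controls, exceeds 50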;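 note: 0% = DMSO solvent wells and 100% = doxorubicin-treated wells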
PMK inhibit: S. pneumoniae PMK inhibition | purified PMK, PK/LDH-coupled NADH absorbance 340 nm | inhibition, % at 10 µM | hit rate 0.49% among 65,000 | AID 539;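 active = top-ranked compounds by inhibition in the single 10 µM screen, taking a fixed number of the strongest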;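 note: 0% = full reaction with DMSO carrier and 100% = background rate without enzyme reaction; no value below 0 was filed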
MK inhibit: S. pneumoniae mevalonate kinase inhibition. hit rate 0.48% among 65,000. inhibition, % at 10 µM. AID 555. purified MK, PK/LDH-coupled NADH absorbance 340 nm;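 active = ranked among the strongest by inhibition in the single 10 µM screen, a fixed top-ranked set picked for dose follow-up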; note: no value below 0 was filed
PMK inhibit pilot replicates: also measured in PMK inhibit; calls as there; inhibition, %; measured here: pilot screen replicates
MK inhibit pilot replicates: also measured in MK inhibit; calls as there; inhibition, %; measured here: pilot screen replicates
DPM-DC inhibit pilot screen %: recorded beside DPM-DC inhibit, whose call it bears; inhibition, %; measured here: pilot screen trials
The depositor's hits bear a star; i = inactive; . = not tested or not shown. Cut-off read from the data, not from the text of the source, unless noted: active = cytotoxicity above about 50%; inactive = the rest.

SMILES	DPM-DC inhibit	HPDE-C7 viability	HT1080 cytotoxicity	TNAP inhibition	LYP inhibition	Bfl-1 inhibitors	HPDE-C7K KRASV12	PMK inhibit	PMK inhibit pilot replicates	MK inhibit	MK inhibit pilot replicates	others
CC(=O)O[C@]1(C(C)=O)CC[C@H]2[C@@H]3C=C(Cl)C4=CC(=O)CC[C@]4(C)[C@H]3CC[C@@]21C	i	31.1%	-10.5%	10.8%	16.9%	0.7%	76.4%*	5.0	0.0	6.0	0.0	DPM-DC inhibit pilot screen %=3.0
COC(=O)c1c(C)nc(C)c2c(=O)oc3ccccc3c12	i	-20.1%	-4.2%	7.9%	6.3%	-6.2%	-25.8%	10.0	.	7.0	.
Cc1nc2cc(-c3ccc(F)cc3)nn2c(N2CCOCC2)c1C	i	-3.8%	0.5%	13.0%	6.0%	-0.3%	6.4%	7.0	.	7.0	.
CCOC(=O)Cn1c(=O)oc2cc(S(=O)(=O)Nc3c(C)cc(C)cc3C)ccc21	i	-6.2%	-8.5%	6.3%	-0.1%	-3.5%	7.0%	10.0	.	2.0	.
COc1ccc(N(Cc2cc3ccc(C)cc3[nH]c2=O)C(=O)c2ccco2)cc1	i	2.9%	3.9%	4.4%	4.7%	-4.9%	-10.6%	11.0	.	15.0	.
CC(C)(C)NC(=O)CC(CC(=O)O)c1ccccc1 (stereo unspecified)	i	-2.6%	0.2%	17.4%	4.8%	-6.1%	-1.4%	3.0	3.0	2.0	0.0	DPM-DC inhibit pilot screen %=0.0
CN(C)S(=O)(=O)Nc1ccccc1C(N)=O	.	4.0%	6.5%	15.0%	-0.1%	8.5%	0.5%	2.0	5.5	2.0	1.0
Cc1ccc(Nc2nc(N)nc(CSc3nnnn3-c3ccccc3)n2)cc1	i	-19.8%	-2.8%	4.3%	13.0%	14.9%	-11.7%	16.0	.	13.0	.
Brc1ccc(CSc2nnc(-c3ccccn3)n2Cc2ccco2)cc1	i	.	41.1%	6.3%	-8.4%	-10.8%	.	0.0	.	6.0	.
CCCCOCCCNC(=O)C1CCCCC1	i	6.7%	-8.9%	10.2%	.	-7.2%	7.9%	0.0	.	0.0	.
N#Cc1cn(CC(=O)NCC2CCCO2)c2ccccc12 (stereo unspecified)	i	-6.8%	-2.0%	7.9%	-4.8%	-5.4%	-0.2%	4.0	.	0.0	.
Cc1ccc(C(=O)CCNc2ccccc2)o1	i	6.9%	-7.6%	8.8%	9.1%	-2.6%	-7.1%	1.0	.	5.0	.
OCCN1CCN(c2ncnc3c2sc2nc(N4CCOCC4)c4c(c23)CCC4)CC1	.	35.6%	11.8%	5.9%	10.1%	5.4%	39.9%	0.0	.	7.0	.
COc1cc(C2N(c3ccc(Cl)c(Cl)c3)C(=O)C3CCCN32)cc(OC)c1OC (stereo unspecified)	i	.	-0.2%	1.4%	2.3%	-6.7%	.	12.0	.	0.0	.
c1cc(C(c2nnnn2C2CCCC2)N2CCOCC2)ccn1 (stereo unspecified)	i	1.9%	-4.7%	16.2%	3.7%	4.9%	-2.2%	13.0	0.0	7.0	0.0	DPM-DC inhibit pilot screen %=0.0

Eight structures already listed, sorted by formula weight, lowest first:
SMILES	DPM-DC inhibit	HPDE-C7 viability	HT1080 cytotoxicity	TNAP inhibition	LYP inhibition	Bfl-1 inhibitors	HPDE-C7K KRASV12	PMK inhibit	PMK inhibit pilot replicates	MK inhibit	MK inhibit pilot replicates	others
Cc1ccc(C(=O)CCNc2ccccc2)o1	i	6.9%	-7.6%	8.8%	9.1%	-2.6%	-7.1%	1.0	.	5.0	.
CCCCOCCCNC(=O)C1CCCCC1	i	6.7%	-8.9%	10.2%	.	-7.2%	7.9%	0.0	.	0.0	.
CC(C)(C)NC(=O)CC(CC(=O)O)c1ccccc1 (stereo unspecified)	i	-2.6%	0.2%	17.4%	4.8%	-6.1%	-1.4%	3.0	3.0	2.0	0.0	DPM-DC inhibit pilot screen %=0.0
N#Cc1cn(CC(=O)NCC2CCCO2)c2ccccc12 (stereo unspecified)	i	-6.8%	-2.0%	7.9%	-4.8%	-5.4%	-0.2%	4.0	.	0.0	.
c1cc(C(c2nnnn2C2CCCC2)N2CCOCC2)ccn1 (stereo unspecified)	i	1.9%	-4.7%	16.2%	3.7%	4.9%	-2.2%	13.0	0.0	7.0	0.0	DPM-DC inhibit pilot screen %=0.0
COc1ccc(N(Cc2cc3ccc(C)cc3[nH]c2=O)C(=O)c2ccco2)cc1	i	2.9%	3.9%	4.4%	4.7%	-4.9%	-10.6%	11.0	.	15.0	.
Cc1ccc(Nc2nc(N)nc(CSc3nnnn3-c3ccccc3)n2)cc1	i	-19.8%	-2.8%	4.3%	13.0%	14.9%	-11.7%	16.0	.	13.0	.
OCCN1CCN(c2ncnc3c2sc2nc(N4CCOCC4)c4c(c23)CCC4)CC1	.	35.6%	11.8%	5.9%	10.1%	5.4%	39.9%	0.0	.	7.0	.

The list continues.
SMILES	DPM-DC inhibit	HPDE-C7 viability	HT1080 cytotoxicity	TNAP inhibition	LYP inhibition	Bfl-1 inhibitors	HPDE-C7K KRASV12	PMK inhibit	PMK inhibit pilot replicates	MK inhibit	MK inhibit pilot replicates	others
COc1cc(CNCCO)ccc1OCC(=O)Nc1ccc(Br)cc1	i	-0.4%	-0.4%	6.1%	-3.8%	-1.2%	5.1%	7.0	.	6.0	.
N#Cc1ccccc1Cn1c(-c2cscn2)nc2ccccc21	i	5.6%	-1.7%	7.0%	9.1%	-3.2%	-1.5%	3.0	.	0.0	.
COC(=O)c1[nH]c(C)c(/C(O)=C2\C(=O)C(=O)N(CCN(C)C)C2c2cc(OC)ccc2OC)c1C (stereo unspecified)	i	-2.3%	26.7%	5.3%	.	-8.0%	-7.9%	2.0	.	9.0	.
CCC(=O)Nc1ccc(C(=O)n2ccc(C)n2)cc1	i	8.5%	-3.2%	0.5%	-3.2%	-4.4%	4.3%	14.0	.	11.0	.
COCCCn1c(SCC(=O)OC2CCCCC2)nnc1-c1ccco1	i	-21.0%	-11.0%	0.6%	0.7%	-7.4%	-9.1%	12.0	.	10.0	.
C/C(CCc1oc2ccccc2c1-c1ccc(C)o1)=N/O	i	31.6%	-2.2%	14.4%	12.7%	3.1%	34.0%	7.0	.	14.0	.
COc1ccc(CCNC(=O)c2nnn(CC(=O)Nc3ccccc3)c2N)cc1OC	i	-0.8%	4.6%	10.5%	3.6%	-7.1%	5.0%	6.0	.	0.0	.
CCn1c(Cc2cccs2)nnc1SCC(=O)Nc1ccc(OC)c(OC)c1	i	-38.7%	7.7%	12.8%	15.3%	-0.1%	-38.4%	12.0	.	6.0	.
CC1(C)CCCN(C(=O)c2coc(=O)c(Br)c2)C1	.	-20.0%	1.3%	14.2%	.	43.8%	-7.9%	6.0	.	5.0	.
CN(C)CCNc1nc2c(c(=O)[nH]c(=O)n2C)n1CCCc1ccccc1	i	-13.4%	5.1%	0.3%	12.4%	-3.3%	5.3%	0.0	.	0.0	.
CN1C(=S)SC(N(O)C(=O)NC2CCCCC2)C1(C)C (stereo unspecified)	i	-7.4%	22.2%	11.2%	-6.5%	-4.7%	0.2%	3.0	.	0.0	.
COc1cc(S(=O)(=O)NC2CCCCC2C)ccc1Cl (stereo unspecified)	i	-6.2%	-0.4%	15.9%	8.4%	-7.2%	7.8%	5.0	4.0	2.0	0.0	DPM-DC inhibit pilot screen %=0.0
c1ccc(-c2nc(N3CCCCCC3)c3ccccc3n2)nc1	i	6.2%	18.8%	6.5%	6.4%	-5.0%	7.4%	15.0	.	9.0	.
COC(=O)c1ccccc1NC1c2ccccc2C(=O)N1c1cccnc1 (stereo unspecified)	i	-7.0%	1.6%	14.7%	3.1%	-1.5%	-3.8%	22.0	0.0	6.0	1.5	DPM-DC inhibit pilot screen %=8.0
CC1CCCC(C)N1S(=O)(=O)c1ccc(NC(=O)c2ccccc2C(=O)N2CCOCC2)cc1 (stereo unspecified)	i	2.1%	-4.6%	9.0%	6.6%	-2.8%	-4.8%	0.0	.	5.0	.
c1ccc(-n2nnnc2-n2cnc3ccccc32)cc1	i	-0.2%	.	-19.6%	6.7%	4.2%	9.3%	6.0	.	9.0	.
CCC(C)N(C(=O)COC(=O)c1cn(CC)c2nc(C)ccc2c1=O)C1CCS(=O)(=O)C1 (stereo unspecified)	i	-10.6%	-7.7%	-2.4%	.	0.5%	-6.4%	19.0	.	2.0	.
Cc1cc(OCC(=O)NCCN2CCOCC2)cc(C)c1Br	i	-2.9%	15.4%	7.7%	-3.5%	1.1%	-0.4%	0.0	.	5.0	.
Cn1c(=O)c2c(nc(NCc3ccc4c(c3)OCO4)n2Cc2ccccc2F)n(C)c1=O	i	-14.7%	2.8%	14.9%	-1.4%	-4.4%	2.0%	2.0	3.0	1.0	0.0	DPM-DC inhibit pilot screen %=0.5
CCCCn1c(SCc2c(C)noc2C)nc2cc(S(N)(=O)=O)ccc21	i	47.0%	3.6%	8.6%	.	-4.2%	39.5%	9.0	.	6.0	.
CCOc1ccc(NC(=O)C2CC(=O)N(C(C)C)C2)cc1 (stereo unspecified)	i	-22.3%	7.2%	11.0%	9.5%	-5.6%	-2.1%	19.0	0.0	0.0	0.0	DPM-DC inhibit pilot screen %=4.0
CCOc1ccccc1C1CC(=O)NC(SCC)=C1C#N (stereo unspecified)	i	2.7%	-1.2%	5.8%	9.3%	0.9%	4.1%	10.0	4.0	0.0	0.0	DPM-DC inhibit pilot screen %=0.5
COc1ccc(S(=O)(=O)N(CCN2CCOCC2)Cc2cc(OC)ccc2OC)cc1	i	-14.9%	-4.1%	10.6%	.	7.7%	-3.6%	13.0	2.5	7.0	4.0	DPM-DC inhibit pilot screen %=26.0
CCOc1ccc(CCNC(=O)C2CCN(c3nn4c(=O)cc(C)nc4s3)CC2)cc1	i	.	-0.2%	5.4%	1.2%	1.3%	.	10.0	.	0.0	.
O=C1CC(C(=O)Nc2ccccc2)C2(CCCC2)O1 (stereo unspecified)	i	0.2%	-0.5%	3.6%	3.6%	-1.9%	-4.8%	8.0	4.5	6.0	2.0	DPM-DC inhibit pilot screen %=0.0
CCC1(C)Cc2c(C#N)c(N)sc(=S)c2CO1 (stereo unspecified)	i	6.6%	12.6%	21.5%	-0.4%	3.4%	12.7%	2.0	.	11.0	.
O=C(C1Cc2ccccc2CN1S(=O)(=O)c1ccc(F)cc1)N1CCCCCC1 (stereo unspecified)	i	-26.7%	-17.9%	6.2%	2.3%	1.6%	-30.7%	7.0	.	11.0	.
Cc1ccc(-n2nc(C(=O)NCc3ccco3)c3c4ccccc4n(C)c3c2=O)cc1	i	-2.4%	5.7%	9.2%	15.1%	-3.9%	-2.6%	5.0	.	0.0	.
CC1=C(C(N)=O)C(c2ccccc2)n2nc(-c3cccc(C)c3)nc2N1 (stereo unspecified)	i	3.9%	10.5%	5.8%	8.3%	0.6%	0.9%	0.0	.	1.0	.

Compounds were not picked by outcome, and some 3.6% of all compounds hit somewhere here.
